MT1-MMP act inh: inhibitors of human MT1-MMP activation; P50281; HT1080 RFP-PRO-GFP cells, GFP/RFP ratio fluorescence, overnight; percent of plate control window, DMSO zero; GFP/RFP ratio change, % at 20 µM; 360,000 tested, 0.061% active; AID 651647;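 active = GFP/RFP ratio change of at least 30% with cell ATP level not reduced by more than half and red fluorescence within 50% of control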; note: strong numbers were not always called active
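Compound: 20 µM single dose, 1% DMSO / System: HT1080 RFP-PRO-GFP cells / Controls: DMSO and RFP-L50D-GFP cell wells / Read-out basis: GFP/RFP fluorescence ratio / Schedule: overnight compound exposure at 37 °C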
PABP1 MLLE inh: blocks PAM2 peptide binding to the PABP1 MLLE domain; AID 588489; P11940; inhibition, % at 20 µM; GST-MLLE / FITC-PAM2 fluorescence polarization; 360,000 tested, 0.36% active; in the data active = inhibition above about 35%, passing the limit was not always enough;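 note: plate controls were DMSO wells with GST-MLLE for no effect and wells lacking GST-MLLE protein for full effect; some results filed as inactive read as strong as hits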
Rpn11 inh: inhibitors of human proteasome Rpn11; 360,000 tested, 0.59% active; calls only at 20 µM; O00487; human 26S proteasome, Ub4-pepOG fluorescence polarization; 20S core pre-blocked with epoxomicin;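 active = inhibition at 20 µM, scaled to each plate's controls, above about 33%, limit read from the data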
NadD inh: NadD (S. aureus) enzyme inhibition | purified NadD enzyme, colorimetric absorbance read-out | inhibition, % at 20 µM | 360,000 tested, 0.78% active; in the data active = inhibition above about 26%; note: some compounds past the cut are filed as inactive
FAS-TE inh: blocks the thioesterase domain of human fatty acid synthase. P49327. recombinant FAS-TE, OMFH fluorogenic substrate, fluorescence endpoint. inhibition, % at 15 µM. 360,000 tested, 0.67% active. AID 602261;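 active = compounds whose normalised, plate-corrected inhibition of enzyme fluorescence in the single-dose primary screen is 50% or more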;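 note: 0% = DMSO with enzyme and 100% = substrate without enzyme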
Neddyl block: blocks human cullin neddylation | P61081+Q13564 | AID 651699 | calls only at 25 µM | TR-FRET cullin neddylation, biochemical | 360,000 tested, 0.58% active; in the data active = inhibition above about 36%
Rin1-Abl PPI inh: inhibitors of human Rin1-Abl protein interaction; P00519+Q13671; TR-FRET Rin1/Abl binding, biochemical; AID 588664; 360,000 tested, 0.4% active; inhibition, % at 7.35 µM; in the data active = inhibition above about 5%, passing the limit was not always enough
Target sequence (P00519 whole entry, looked up): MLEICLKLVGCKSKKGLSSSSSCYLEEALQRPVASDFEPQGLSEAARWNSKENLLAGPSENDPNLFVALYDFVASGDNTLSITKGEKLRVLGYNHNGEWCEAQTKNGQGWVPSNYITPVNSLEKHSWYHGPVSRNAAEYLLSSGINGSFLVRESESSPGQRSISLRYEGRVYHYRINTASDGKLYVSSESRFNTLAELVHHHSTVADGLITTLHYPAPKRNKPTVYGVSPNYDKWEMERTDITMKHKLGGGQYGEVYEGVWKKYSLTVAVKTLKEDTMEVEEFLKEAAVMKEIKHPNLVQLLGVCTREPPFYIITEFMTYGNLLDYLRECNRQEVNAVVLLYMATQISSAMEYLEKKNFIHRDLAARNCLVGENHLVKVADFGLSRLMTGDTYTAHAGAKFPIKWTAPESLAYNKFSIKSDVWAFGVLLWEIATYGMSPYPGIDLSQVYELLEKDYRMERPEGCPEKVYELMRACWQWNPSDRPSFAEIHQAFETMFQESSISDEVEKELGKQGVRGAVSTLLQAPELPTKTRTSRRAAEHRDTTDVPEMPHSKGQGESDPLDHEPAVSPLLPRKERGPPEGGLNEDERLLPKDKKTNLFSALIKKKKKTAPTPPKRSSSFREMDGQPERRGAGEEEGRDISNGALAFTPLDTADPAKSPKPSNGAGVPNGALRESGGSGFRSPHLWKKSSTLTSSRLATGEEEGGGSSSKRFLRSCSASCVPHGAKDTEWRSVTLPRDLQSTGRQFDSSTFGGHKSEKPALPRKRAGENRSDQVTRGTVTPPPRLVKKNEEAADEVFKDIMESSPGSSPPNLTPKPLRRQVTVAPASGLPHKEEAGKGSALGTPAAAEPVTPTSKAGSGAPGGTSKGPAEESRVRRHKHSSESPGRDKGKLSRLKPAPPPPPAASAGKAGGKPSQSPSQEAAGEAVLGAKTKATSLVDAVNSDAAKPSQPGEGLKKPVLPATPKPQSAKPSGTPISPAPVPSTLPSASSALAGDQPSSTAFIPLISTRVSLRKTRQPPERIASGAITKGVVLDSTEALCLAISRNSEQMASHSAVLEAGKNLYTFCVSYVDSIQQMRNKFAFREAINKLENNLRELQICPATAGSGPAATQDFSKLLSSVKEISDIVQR
Target sequence (Q13671 whole entry, looked up): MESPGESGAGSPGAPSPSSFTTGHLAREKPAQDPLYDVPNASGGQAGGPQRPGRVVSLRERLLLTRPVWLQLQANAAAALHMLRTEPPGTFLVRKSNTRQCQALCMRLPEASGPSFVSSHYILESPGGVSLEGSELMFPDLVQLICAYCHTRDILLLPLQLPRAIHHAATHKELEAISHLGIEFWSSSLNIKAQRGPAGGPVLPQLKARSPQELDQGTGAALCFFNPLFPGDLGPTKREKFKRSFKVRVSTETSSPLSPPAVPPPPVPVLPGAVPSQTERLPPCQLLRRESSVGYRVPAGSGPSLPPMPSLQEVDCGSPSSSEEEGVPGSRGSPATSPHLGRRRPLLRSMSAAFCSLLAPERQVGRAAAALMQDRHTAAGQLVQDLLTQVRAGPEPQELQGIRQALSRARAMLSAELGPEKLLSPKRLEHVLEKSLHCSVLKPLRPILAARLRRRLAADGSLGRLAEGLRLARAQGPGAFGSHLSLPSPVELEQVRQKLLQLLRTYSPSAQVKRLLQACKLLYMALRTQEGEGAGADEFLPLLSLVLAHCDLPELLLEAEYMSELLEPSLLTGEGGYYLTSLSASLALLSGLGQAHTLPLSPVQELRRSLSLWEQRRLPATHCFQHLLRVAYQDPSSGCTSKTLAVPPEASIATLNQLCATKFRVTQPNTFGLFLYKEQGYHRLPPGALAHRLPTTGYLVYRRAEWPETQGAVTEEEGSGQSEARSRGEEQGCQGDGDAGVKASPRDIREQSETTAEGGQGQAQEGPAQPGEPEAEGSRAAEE
CSN deneddyl inh: blocks human CSN-mediated cullin deneddylation | Purified CSN, SCF-Nedd8-OG deneddylation, fluorescence polarization | Q92905 | inhibition, % at 12.5 µM | 360,000 tested, 0.38% active;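 active = pattern-corrected inhibition above about 35%, with an unprinted fluorescence ratio check between 0.5 and 1.5, limit read from the data, passing the limit was not always enough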;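 note: 0% = enzyme with substrate and 100% = substrate without enzyme; some results filed as inactive read as strong as hits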
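Detection – fluorescence polarization · System – HEK293T-derived human Csn5 enzyme · Controls – substrate-only high control, full reaction low control · Timing – 90 min, room temperature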
SKN-1 block: C. elegans SKN-1 inhibition | 360,000 tested, 0.49% active | AID 624304 | C. elegans VP596 Pgst-4::GFP/RFP ratio, acrylamide-induced, 24 h | inhibition, % at 21.8 µM;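 active = interference check ratio from 0.5 to 1.5 plus GFP to RFP signal ratio inhibition reaching or exceeding a fixed threshold, cut at about 30% in these data, passing the limit was not always enough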; note: some compounds called inactive have numbers as strong as hits
* = called active by the depositor.

Results for Cc1noc(C)c1CSCC(=O)N(C)CC(=O)Nc1ccc(Cl)c(C(F)(F)F)c1 ?
MT1-MMP act inh: 1; PABP1 MLLE inh: 0; Rpn11 inh: inactive; NadD inh: 3; FAS-TE inh: 13; Neddyl block: inactive; Rin1-Abl PPI inh: 3; CSN deneddyl inh: -1; SKN-1 block: 18

What do the screens show for `CCOCCCNCc1ccc(OCCC(C)C)c(OC)c1`?
MT1-MMP act inh: 4; PABP1 MLLE inh: 10; Rpn11 inh: inactive; NadD inh: -3; FAS-TE inh: -4; Neddyl block: inactive; Rin1-Abl PPI inh: -2; CSN deneddyl inh: -8; SKN-1 block: -2

How did COc1ccc2nc(NC(=O)c3ccc(Br)s3)sc2c1 do in these assays?
MT1-MMP act inh: -4; PABP1 MLLE inh: 12; Rpn11 inh: inactive; NadD inh: 9; FAS-TE inh: 0; Rin1-Abl PPI inh: -3; CSN deneddyl inh: 0; SKN-1 block: 38*

How did Cc1nnc(SCC(=O)N2CC(=O)Nc3ccccc32)n1C do in these assays?
MT1-MMP act inh: 3; PABP1 MLLE inh: -2; Rpn11 inh: inactive; NadD inh: -3; FAS-TE inh: -4; Neddyl block: inactive; Rin1-Abl PPI inh: -2; CSN deneddyl inh: -2; SKN-1 block: -9

Results for CCCCN1C(=O)C2Cc3c([nH]c4ccccc34)CN2C1=S (stereo not given) ?
MT1-MMP act inh: -135; PABP1 MLLE inh: 15; Rpn11 inh: inactive; NadD inh: 1; FAS-TE inh: -27; Neddyl block: inactive; Rin1-Abl PPI inh: -4; CSN deneddyl inh: 14; SKN-1 block: 5

What do the screens show for `Cc1ccccc1NC(=S)Nc1ccc(Br)cc1`?
MT1-MMP act inh: 0; PABP1 MLLE inh: 30; Rpn11 inh: inactive; NadD inh: -4; FAS-TE inh: -9; Neddyl block: inactive; Rin1-Abl PPI inh: -2; CSN deneddyl inh: 3; SKN-1 block: 3

How did Cc1nc(NC(=O)c2cccnc2Cl)sc1C do in these assays?
MT1-MMP act inh: 6; PABP1 MLLE inh: 12; Rpn11 inh: inactive; NadD inh: -6; FAS-TE inh: -7; Neddyl block: inactive; Rin1-Abl PPI inh: 2; CSN deneddyl inh: 1; SKN-1 block: 5

Results for CCOC(=O)c1cc2sccc2n1CC(=O)OC ?
MT1-MMP act inh: 0; PABP1 MLLE inh: 5; Rpn11 inh: inactive; NadD inh: 0; FAS-TE inh: 0; Neddyl block: inactive; Rin1-Abl PPI inh: -5; CSN deneddyl inh: -3; SKN-1 block: -14

What do the screens show for `COc1ccc(Cn2c(=O)[nH]c3cc(C(=O)N4CCN(c5ccccn5)CC4)ccc3c2=O)cc1`?
MT1-MMP act inh: 2; PABP1 MLLE inh: 6; Rpn11 inh: inactive; NadD inh: 9; FAS-TE inh: 6; Neddyl block: inactive; Rin1-Abl PPI inh: -1; CSN deneddyl inh: -3; SKN-1 block: -4

Results for CCSC1=NSC2=NC(=O)/C(=C\c3coc4ccccc4c3=O)C(=N)N12 ?
MT1-MMP act inh: -54; PABP1 MLLE inh: inactive; Rpn11 inh: inactive; NadD inh: 9; FAS-TE inh: -73; Neddyl block: inactive; Rin1-Abl PPI inh: 1; CSN deneddyl inh: -66; SKN-1 block: -10

How did CN(c1ccccc1C(=O)N1CCN(c2ccccc2)CC1)S(C)(=O)=O do in these assays?
MT1-MMP act inh: 1; PABP1 MLLE inh: -3; Rpn11 inh: inactive; NadD inh: 6; FAS-TE inh: -9; Neddyl block: inactive; Rin1-Abl PPI inh: 1; CSN deneddyl inh: 0; SKN-1 block: 29

What do the screens show for `COC(=O)[C@H](CCSC)NC(=O)Cn1cnc2c(OCc3ccccc3)ncnc21`?
MT1-MMP act inh: 1; PABP1 MLLE inh: -1; Rpn11 inh: inactive; NadD inh: -7; FAS-TE inh: -6; Neddyl block: inactive; Rin1-Abl PPI inh: -4; CSN deneddyl inh: 1; SKN-1 block: -13

How did COc1ccc(CN(C(C)=O)c2cccc(C)c2C)cc1 do in these assays?
MT1-MMP act inh: -3; PABP1 MLLE inh: 13; Rpn11 inh: inactive; NadD inh: -4; FAS-TE inh: 0; Neddyl block: inactive; Rin1-Abl PPI inh: -2; CSN deneddyl inh: 5; SKN-1 block: 1

What do the screens show for `CN1/C(=C\C(=O)c2cccc(S(=O)(=O)N3CCCCC3)c2)C(C)(C)c2ccccc21`?
MT1-MMP act inh: 3; PABP1 MLLE inh: -2; Rpn11 inh: inactive; NadD inh: -3; FAS-TE inh: 5; Rin1-Abl PPI inh: 0; CSN deneddyl inh: 4; SKN-1 block: 9

Results for CC1(C(=O)NCc2ccccc2Br)CCN1C(=O)Cc1ccc(-c2ccccc2)cc1 (stereo not given) ?
MT1-MMP act inh: -2; PABP1 MLLE inh: 6; Rpn11 inh: inactive; NadD inh: -8; FAS-TE inh: 22; Neddyl block: inactive; Rin1-Abl PPI inh: 1; CSN deneddyl inh: -2; SKN-1 block: 4

What do the screens show for `CC(C)CCN1CC(C(=O)N2CCN(c3ccc(F)cc3)CC2)CC1=O` (stereo not given)?
MT1-MMP act inh: 3; PABP1 MLLE inh: -3; Rpn11 inh: inactive; NadD inh: -6; FAS-TE inh: -7; Neddyl block: inactive; Rin1-Abl PPI inh: 1; CSN deneddyl inh: -4; SKN-1 block: -5

How did COC(=O)c1cc(OC)c(OC)cc1NC(=O)c1ccc(OC)cc1 do in these assays?
MT1-MMP act inh: 4; PABP1 MLLE inh: 6; Rpn11 inh: inactive; NadD inh: 0; FAS-TE inh: -2; Neddyl block: inactive; Rin1-Abl PPI inh: 0; CSN deneddyl inh: 0; SKN-1 block: 6

What do the screens show for `Cc1nc(C(=O)N2CCCC(N3CCN(c4ccc(F)cc4)CC3)C2)cs1` (stereo not given)?
MT1-MMP act inh: -1; PABP1 MLLE inh: 2; Rpn11 inh: inactive; NadD inh: 3; FAS-TE inh: -5; Neddyl block: inactive; Rin1-Abl PPI inh: -5; CSN deneddyl inh: -2; SKN-1 block: 3

How did CN1CCN(C(c2ccc(Cl)cc2)c2cc(Cl)c3cccnc3c2O)CC1 (stereo not given) do in these assays?
MT1-MMP act inh: -17; PABP1 MLLE inh: 28; Rpn11 inh: active; NadD inh: 16; FAS-TE inh: 7; Neddyl block: inactive; Rin1-Abl PPI inh: 3; CSN deneddyl inh: 2; SKN-1 block: -6

Results for COc1cccc(C(NC(C)=O)c2nc(-c3ccc(F)cc3OC)cs2)c1 (stereo not given) ?
MT1-MMP act inh: 1; PABP1 MLLE inh: 8; Rpn11 inh: inactive; NadD inh: 1; FAS-TE inh: 7; Neddyl block: inactive; Rin1-Abl PPI inh: 2; CSN deneddyl inh: 0; SKN-1 block: 13

What do the screens show for `O=C(CSc1ncnc2ccccc12)NCCCO`?
MT1-MMP act inh: 2; PABP1 MLLE inh: 33; Rpn11 inh: inactive; NadD inh: -7; FAS-TE inh: -11; Neddyl block: inactive; Rin1-Abl PPI inh: -1; CSN deneddyl inh: 6; SKN-1 block: 12

Results for COc1cc(OC)cc(C(=O)N[C@H](C(=O)Nc2nc(-c3ccc(OC)c(OC)c3)cs2)C(C)C)c1 ?
MT1-MMP act inh: -32; PABP1 MLLE inh: -9; Rpn11 inh: inactive; NadD inh: -5; FAS-TE inh: 12; Neddyl block: inactive; Rin1-Abl PPI inh: 2; CSN deneddyl inh: 6; SKN-1 block: -5

What do the screens show for `COc1ccccc1/C=C/C(=O)Nc1nc(N)n(-c2ccccc2)n1`?
MT1-MMP act inh: 4; PABP1 MLLE inh: 3; Rpn11 inh: inactive; NadD inh: 7; FAS-TE inh: -4; Neddyl block: inactive; Rin1-Abl PPI inh: -1; CSN deneddyl inh: 4; SKN-1 block: -12

How did Cc1cccc2c(SCC(=O)NCC3CCCO3)nc(-c3ccc(F)cc3)nc12 (stereo not given) do in these assays?
MT1-MMP act inh: 1; PABP1 MLLE inh: 3; Rpn11 inh: inactive; NadD inh: 1; FAS-TE inh: -8; Neddyl block: inactive; Rin1-Abl PPI inh: -1; CSN deneddyl inh: 4; SKN-1 block: -1

What do the screens show for `COc1ccc(/C=N/NC(=O)C(=O)/C=C2\NC3(CCCC3)Cc3ccccc32)cc1`?
MT1-MMP act inh: -6; PABP1 MLLE inh: -4; Rpn11 inh: inactive; NadD inh: 7; FAS-TE inh: 11; Neddyl block: inactive; Rin1-Abl PPI inh: 0; CSN deneddyl inh: 3; SKN-1 block: 2

What do the screens show for `Cc1ccc(NC(=O)CCC(=O)N2CCOCC2)nc1`?
MT1-MMP act inh: 0; PABP1 MLLE inh: -1; Rpn11 inh: inactive; NadD inh: 1; FAS-TE inh: -5; Neddyl block: inactive; Rin1-Abl PPI inh: -2; CSN deneddyl inh: 0; SKN-1 block: 6

Results for C/C(CC(=O)Nc1ccccc1C(F)(F)F)=N\NC(=O)c1cnccn1 ?
MT1-MMP act inh: -2; PABP1 MLLE inh: 3; Rpn11 inh: inactive; NadD inh: 6; FAS-TE inh: -2; Neddyl block: inactive; Rin1-Abl PPI inh: 2; CSN deneddyl inh: -7; SKN-1 block: -12

What do the screens show for `O=C1NC[C@H](Cc2ccccc2)N(CC2CCN(CCCCc3ccccc3)CC2)C1=O`?
MT1-MMP act inh: 4; PABP1 MLLE inh: 0; Rpn11 inh: inactive; NadD inh: 4; FAS-TE inh: -9; Neddyl block: inactive; Rin1-Abl PPI inh: -5; CSN deneddyl inh: -3; SKN-1 block: -2

How did CCOC(=O)c1ccc(CC2SC(N)=NC2=O)cc1 (stereo not given) do in these assays?
MT1-MMP act inh: 2; PABP1 MLLE inh: -4; Rpn11 inh: inactive; NadD inh: -5; FAS-TE inh: -6; Neddyl block: inactive; Rin1-Abl PPI inh: 2; CSN deneddyl inh: 6; SKN-1 block: 18

How did CCc1cc(=O)oc2cc(C)cc(OCc3nn[nH]n3)c12 do in these assays?
MT1-MMP act inh: 1; PABP1 MLLE inh: 13; Rpn11 inh: inactive; NadD inh: 2; FAS-TE inh: 1; Rin1-Abl PPI inh: -2; CSN deneddyl inh: 1; SKN-1 block: 24

What do the screens show for `COc1ccc(C(=O)OCC(=O)c2ccc(F)cc2)cc1OC`?
MT1-MMP act inh: 5; PABP1 MLLE inh: 1; Rpn11 inh: inactive; NadD inh: -8; FAS-TE inh: 6; Neddyl block: inactive; Rin1-Abl PPI inh: 2; CSN deneddyl inh: -2; SKN-1 block: 17

What do the screens show for `CC(C(=O)NCCN1C(=O)S/C(=C\c2cccs2)C1=O)N1C(=O)c2ccccc2C1=O` (stereo not given)?
MT1-MMP act inh: 1; PABP1 MLLE inh: -3; Rpn11 inh: inactive; NadD inh: 2; FAS-TE inh: 0; Neddyl block: inactive; Rin1-Abl PPI inh: -6; CSN deneddyl inh: 1; SKN-1 block: 7

Results for Cc1ccc(CNC(=O)Cn2cnc(C(=O)Nc3ccc(C)c(C)c3)n2)o1 ?
MT1-MMP act inh: 3; PABP1 MLLE inh: 12; Rpn11 inh: inactive; NadD inh: -1; FAS-TE inh: -5; Neddyl block: inactive; Rin1-Abl PPI inh: 1; CSN deneddyl inh: 0; SKN-1 block: 12

Compound activity deposited in PubChem by several laboratories.
